# High-throughput results as filed in PubChem.
# TDP43 rescue – rescues yeast growth from TDP-43 toxicity; TDP-43 expressing yeast growth rescue, BacTiter-Glo, 24 h; Potency, µM (series often up to 46.1 µM), for inactives: at the top dose growth rescue (activation), most hits filed as activators; hit rate 1.8% among 410,000; also: % of control where 0% means no effect; nearly all actives have a fitted effect of over 50% in size
#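 Yeast cells expressing TDP-43 under galactose induction are exposed to compounds for 24 hr at 30 deg C. BacTiter-Glo luminescence measures growth, so protective compounds score as activators.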
# PTHR1 agonist – PTHR1 (human) receptor agonism; HEK293 GP2 PTHR1 cells, GloSensor cAMP luminescence, 1 h; Potency, µM (doses to about 115 µM), inactives show at the top dose activation, actives largely listed as activators; hit rate 0.075% among 410,000; AID 743266; also: nearly all actives have a fitted effect of over 55% in size; some results filed as inactive show a strong effect at the top dose; inactives centre near -15; many of its hits are not listed in these tables
#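 HEK-293-derived GP2 cells expressing PTHR1 and a GloSensor cAMP reporter, 3,000/well, plated overnight, given luciferin plus IBMX (each 0.5 mM as added) for 1 h at 37 °C, then compound for 1 h at 37 °C. Luminescence was read after 15 min at room temperature.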
# EPAC1 ag – agonists of human EPAC1 | hit rate 0.073% among 360,000 | Potency, µM (series often up to 154 µM), inactives show at the top dose activation, usual class: activators | O95398 | EPAC1 agonist qHTS, biochemical assay; response scale: 100% = response to 6.5 mM cAMP; also: nearly all actives have a fitted effect of over 60% in size
# Target sequence (O95398 whole entry, looked up): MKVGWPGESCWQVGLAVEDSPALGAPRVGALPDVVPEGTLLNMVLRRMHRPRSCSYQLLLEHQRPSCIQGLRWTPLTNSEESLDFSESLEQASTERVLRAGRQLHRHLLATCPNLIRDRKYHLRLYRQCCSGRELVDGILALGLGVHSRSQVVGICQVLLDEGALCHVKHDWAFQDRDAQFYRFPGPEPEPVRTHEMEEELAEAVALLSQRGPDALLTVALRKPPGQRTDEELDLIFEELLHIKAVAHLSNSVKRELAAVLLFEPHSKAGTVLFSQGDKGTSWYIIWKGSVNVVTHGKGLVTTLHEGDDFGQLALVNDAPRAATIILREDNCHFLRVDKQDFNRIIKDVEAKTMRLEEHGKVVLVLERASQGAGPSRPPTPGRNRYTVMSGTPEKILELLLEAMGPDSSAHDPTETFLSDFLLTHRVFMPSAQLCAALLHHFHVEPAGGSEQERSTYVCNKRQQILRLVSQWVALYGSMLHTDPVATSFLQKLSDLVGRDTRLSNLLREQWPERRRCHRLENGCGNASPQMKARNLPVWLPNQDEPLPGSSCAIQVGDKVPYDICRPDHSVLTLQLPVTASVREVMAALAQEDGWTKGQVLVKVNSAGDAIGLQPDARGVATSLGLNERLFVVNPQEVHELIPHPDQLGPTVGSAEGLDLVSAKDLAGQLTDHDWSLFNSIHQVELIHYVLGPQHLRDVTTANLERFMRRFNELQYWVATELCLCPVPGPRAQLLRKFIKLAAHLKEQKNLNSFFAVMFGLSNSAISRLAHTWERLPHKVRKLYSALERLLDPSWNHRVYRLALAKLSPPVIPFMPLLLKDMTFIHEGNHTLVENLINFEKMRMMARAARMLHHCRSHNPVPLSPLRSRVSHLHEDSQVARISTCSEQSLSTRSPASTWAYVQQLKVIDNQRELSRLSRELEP
#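 Compounds were pinned as a concentration titration into mixtures of EPAC1 (100 nM), BODIPY-GDP-loaded Rap1B (250 nM) and GDP (50 uM). After 5 min at room temperature, fluorescence was followed for 30 min; activity was scaled to 6.5 mM cAMP.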
# FUS suppressor – suppressors of FUS proteinopathy in yeast | Potency, µM (highest dose often 76.6 µM), for inactives: at the top dose growth rescue (activation), actives largely listed as activators | S. cerevisiae FUS-expressing, growth rescue, OD600, 24 h | hit rate 0.24% among 390,000 | AID 1347120;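 also: plate controls were DMSO vehicle for no effect and reference control for full effect; nearly all actives have a fitted effect of over 55% in size; some results filed as inactive show a strong effect at the top dose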
#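 Toxicity suppression screen in FUS-yeast. Cells induced with 2% galactose, starting OD 0.005, treated 24hr at 30C with compounds at multiple final concentrations; growth by OD600.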
# aSyn rescue – inhibitors of alpha-synuclein toxicity in yeast; Yeast expressing alpha-synuclein, growth rescue, BacTiter-Glo, 24 h; Potency, µM (doses to about 46.1 µM), for inactives: top-dose growth rescue (activation), usual class: activators; hit rate 0.14% among 370,000; also: % of control where 0% means no effect; nearly all actives have a fitted effect of over 65% in size
#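 Galactose-induced alpha-syn yeast (OD600=0.02, raffinose-pregrown) + pinned cpd, 24 hr, 30 deg C; growth by BacTiter-Glo luminescence. Growth restoration scores as activation.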
# EPAC1 antag – blocks human EPAC1 exchange factor | O95398 | EPAC1 GEF assay, Rap1b-BODIPY-GDP exchange fluorescence | Potency, µM (top dose mostly 115 µM), without a hit: at the highest dose activity change, negative = inhibition, usual class: inhibitors | hit rate 0.14% among 360,000 | AID 720709;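 also: plate controls were vehicle for no effect and positive control for full effect; nearly all actives have a fitted effect of over 50% in size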
# EPAC2 antagonist – antagonists of human EPAC2. Q8WZA2. EPAC2 GEF exchange of Rap1B-BODIPY-GDP, fluorescence. Potency, µM (highest dose often 114 µM), for inactives: top-dose activity, negative = inhibition, actives largely listed as inhibitors. hit rate 0.18% among 360,000; also: % is scaled to controls: 0 for no effect and ±100 for the full control effect; nearly all actives have a fitted effect of over 45% in size; many of its hits are not listed in these tables
# EPAC2 agonist – activates human EPAC2 exchange factor | Q8WZA2 | EPAC2 activation, biochemical qHTS; response scale: 100% = 6.5 mM cAMP response | Potency, µM (doses to about 154 µM), inactives show at the highest dose activation, most hits filed as activators | hit rate 0.079% among 360,000 | AID 720711; also: nearly all actives have a fitted effect of over 50% in size
#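 Guanine nucleotide exchange by EPAC2 is measured as reduced fluorescence of BODIPY-GDP once it is released from 250 nM Rap1B. Plates are read kinetically for 30 min at room temperature; results are scaled to 6.5 mM cAMP.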
# An asterisk follows results filed as active; i = inactive; ? = inconclusive; · = not tested or not shown; [ ] = another dose, or the depositor's remark. Calls follow the shape of the dose curve; as a rule, active = well fitted curve in the direction sought with a large enough effect; inconclusive = small, poorly fitted or top-dose-only effect, or another doubt; inactive = no such curve, though single readings can be large; an effect the other way counts as inactive or inconclusive. Potency is read from the fitted curve at half-maximal effect.
# Fields: PTHR1 agonist	EPAC2 antagonist	EPAC2 agonist	aSyn rescue	TDP43 rescue	EPAC1 antag	FUS suppressor	EPAC1 ag
COC(=O)CC1C(=O)NCCN1Cc1cn(-c2ccc(C)cc2)nc1-c1cccc(C)c1 (configuration not stated)
→ i	-17%	-1%	5%	-13%[0.397 µM]	-4%	42%	7%
COc1ccc(S(=O)(=O)Nc2ccc(NC(C)=O)cc2)cc1Br
→ i	-10%	3%	7%	-12%[1.82 µM]	4%	5%	-7%
CC(C)C[C@@H]1NC(=O)[C@H](CO)NC(=O)c2cc([N+](=O)[O-])cc(I)c2OCC[C@@H](C(N)=O)NC1=O
→ -10%	8%	-2%	-4%	11%	-16%	-10%	-12%
Cn1nc(C(=O)Oc2cc(=O)n(C)c3ccccc23)c2ccccc2c1=O
→ i	0%	4%	2%	-3%	3%	-13%	8%
Cc1ccc(N(C(=O)Cn2nnc(-c3cccs3)n2)C(C(=O)NC2CCCC2)c2ccncc2)cc1 (configuration not stated)
→ ?	3%	-9%	-9%	-29%	0%	27%	-7%
Cc1ccc(CCNC(=O)C2CCN(S(=O)(=O)N3CCCC3)CC2)cc1
→ i	7%	5%	2%	-12%	2%	-10%	-1%
O=[N+]([O-])c1ccccc1CN1CCN(c2ncccn2)CC1
→ i	15%	3%	-3%	-20%	-18%	14%	-19%
CC(CO)NCC12CC3CC(CC(C3)C1)C2 (configuration not stated)
→ -39%[inhibitor]	8%	3%	-5%	6%	-7%	2%	-4%
COc1ccc([C@H]2C[C@@H](n3cc(C4CC4)nn3)[C@H](O)CN2C(=O)c2cccs2)cc1
→ -18%	8%	9%	0%	16%	8%	-16%	0%
O=C(c1cc(COc2c(F)cccc2F)on1)N1C[C@H]2CC[C@H]1C2
→ -23%	-15%	7%	4%	19%	-17%	2%	-9%
O=C1OCCN/C1=C\C(=O)c1ccccc1
→ i	1%	-4%	5%	2%	14%	-4%	3%
O=C(NCc1ccco1)c1ccccc1O
→ i	5%	-2%	2%	7%	-1%	15%	-2%
CCc1nnc(NC(=O)CSc2nnc(CNc3ccc(OC)cc3)n2C)s1
→ i	1%	-5%	2%	3%	8%	10%	-1%
C[C@@]12CCC=C[C@H]1[C@H](c1ccc3ccccc3c1)N(Cc1ccccc1)C2=O
→ -4%	-16%	7%	1%	6%	-10%	32%	1%
O=C1c2cc(CO)cc(O)c2C(=O)c2c(O[C@@H]3OC(CO)[C@@H](O)[C@@H](O)[C@@H]3O)cccc21 (some centres not stated)
→ -20%	-13%	2%	1%	0%	1%	1%	-8%
Cc1nn(-c2nnc(NC3CCCCC3)nn2)c(C)c1Br
→ i	-2%	1%	5%	?	-17%	3%	-2%
CC1CCN(c2nc3c(c(=O)[nH]c(=O)n3C)n2CCSc2ncccn2)CC1
→ -27%	7%	10%	-2%	0%	2%	-15%	6%
CCOC(=O)c1c(NC(=O)Cn2nnc(-c3ccc(Cl)cc3)n2)sc(C)c1C
→ -7%[57.5 µM]	-3%	0%	1%	5%	3%	-29%	-6%
Cc1ccc(C(=O)Nn2c(O)c(C=C3N=c4ccccc4=N3)sc2=S)cc1
→ 2%[57.5 µM]	13%	7%	0%	-9%	-1%	11%	6%
C=CCOc1cccc(C2c3c(oc4ccccc4c3=O)C(=O)N2c2ccccn2)c1 (configuration not stated)
→ -23%	5%	-5%	-2%	0%	-14%	-22%	-3%
CC(=O)NS(=O)(=O)c1ccc(NC(=O)C(Sc2ccccc2)c2ccccc2)cc1 (configuration not stated)
→ i	-3%	-16%	0%	1%	-1%	11%	-8%
O=C1CC(Cc2ccc(Cl)cc2)C(=O)N1c1cc(Cl)ccn1 (configuration not stated)
→ -8%	-1%	0%	5%	1%	-1%	6%	2%
Cc1ccc(-c2nn(CC(=O)N(C)C)c(=O)c3ccccc23)cc1S(=O)(=O)N(C)C
→ -3%[57.5 µM]	5%	7%	2%	-13%	7%	14%	-1%
O=C1CC(=O)N(CCNc2ncc(C(F)(F)F)cc2Cl)C(=O)N1
→ i	-5%	-6%	1%	13%	-24%	-9%	-2%
COc1cc(OC)cc(C(=O)Nc2ccccc2N2CCOCC2)c1
→ i	-3%	12%	-5%	16%	-2%	19%	8%
COc1ccc(C(=O)NCCSCc2ccco2)cc1OC
→ i	-1%	4%	6%	0%	8%	15%	-4%
Cc1cccc(CN2CCN(CC(=O)NCCCN3CCN(c4ccc(F)cc4)CC3)C2=O)c1
→ -22%	3%	-1%	-7%	-23%	6%	22%	3%
COc1ccc(S(=O)(=O)N(C)C[C@H]2Oc3ccc(NC(=O)C4CCCCC4)cc3C(=O)N([C@H](C)CO)C[C@@H]2C)cc1
→ -17%	-2%	2%	0%	-4%	-1%	?	13%
CCC(=O)N1CCc2cc(Br)cc(S(=O)(=O)NCCCN(C)Cc3ccccc3)c21
→ -2%	-2%	-1%	8%	-8%	4%	0%	6%
CC(C(=O)NCc1ccc(Cl)cc1)n1cccc1C(=O)c1ccccc1 (configuration not stated)
→ -48%[inhibitor]	-17%	10%	?	4%	-7%	26%	-2%

# Complete entries from above. Screens in order: PTHR1 agonist | EPAC2 antagonist | EPAC2 agonist | aSyn rescue | TDP43 rescue | EPAC1 antag | FUS suppressor | EPAC1 ag
# Profile of CC(C(=O)NCc1ccc(Cl)cc1)n1cccc1C(=O)c1ccccc1 (configuration not stated) : -48%[inhibitor] | -17% | 10% | ? | 4% | -7% | 26% | -2%
# Profile of O=C(NCc1ccco1)c1ccccc1O : i | 5% | -2% | 2% | 7% | -1% | 15% | -2%
# Profile of COc1ccc(S(=O)(=O)Nc2ccc(NC(C)=O)cc2)cc1Br : i | -10% | 3% | 7% | -12%[1.82 µM] | 4% | 5% | -7%

# (cont.)
# Fields: PTHR1 agonist	EPAC2 antagonist	EPAC2 agonist	aSyn rescue	TDP43 rescue	EPAC1 antag	FUS suppressor	EPAC1 ag
COc1ccc(CC(=O)c2c(O)cc(O)cc2O)cc1OC
→ 8%[57.5 µM]	-2%	-1%	0%	-3%	4%	34%	1%
CSc1ccc(/C=C(/NC(=O)c2ccccc2)C(=O)NCCCn2ccnc2)cc1
→ -12%	25%	2%	-8%	-9%	11%	17%	-2%
Oc1ccccc1C=NNC(=S)NN=Cc1ccccc1O
→ i	4%	12%	16%	-20%	79µM*	32%	9%
CCN1C(=O)[C@H]2[C@@H](c3ccc(C)cc3)N3C(=O)N(c4ccccc4)C(=O)[C@@]3(Cc3ccccc3)[C@H]2C1=O
→ -12%	2%	0%	-2%	12%	-18%	-21%	-13%
O=C(COC(=O)C1CCN(c2ccc(C(F)(F)F)cn2)CC1)c1ccccc1Cl
→ i	-8%	6%	1%	-3%	-16%	17%	5%
CC(NC(=O)Cn1cc(C(F)(F)F)ccc1=O)c1ccc(F)cc1 (configuration not stated)
→ i	3%	4%	1%	8%[9.22 µM]	-13%	-2%	7%
CC1CCCC(NC2CCCCNC2=O)C1 (configuration not stated)
→ -9%[57.5 µM]	7%	1%	1%	6%	-1%	-10%	-2%
COc1ccc(C)cc1NC(=O)CCCN1C(=O)CN(C)C1=O
→ i	-16%	-4%	2%	4%	3%	-1%	-2%
COc1ccc(CC(=O)N[C@@H]2c3ccccc3CC[C@@H]2OCc2ccccc2)cc1
→ -11%	5%	1%	0%	12%	?	-11%	-1%
CC(=O)N(C(C)=O)c1cccc(N(Cc2ccccc2)Cc2ccccc2)c1
→ -10%	-19%	9%	-36%[inhibitor]	-79%[inhibitor]	-3%	28%	5%
CC(Cc1ccco1)NC(=O)c1cccc(S(=O)(=O)N(C)C)c1 (configuration not stated)
→ -19%	-2%	4%	-3%	-17%	7%	8%	7%
CCOc1ccc(CCNC(=O)c2cccc(S(=O)(=O)N3CCOCC3)c2)cc1OCC
→ i	-1%	-7%	-1%	11%	4%	14%	5%
COCCCNC(=S)NNC(=O)c1ccccc1Br
→ i	30%[activator]	8%	-9%	-18%[9.22 µM]	0%	18%	-7%
O=C(C1CC1(c1ccccc1)c1ccccc1)N1CCOCC1 (configuration not stated)
→ i	3%	6%	8%	6%	3%	13%	5%
CCOC(=O)N1CCN(C(=O)c2cn(CC)c3ccc(S(=O)(=O)N(C)C4CCCCC4)cc3c2=O)CC1
→ -2%	2%	9%	-2%	-4%	-15%	?	5%
CC(C)Cn1c(N2CCN(C(=O)c3cccs3)CC2)nc2ccccc21
→ -2%[57.5 µM]	1%	0%	-9%	15%	-3%	7%	2%
Cc1ccc2cc(C)c(N3CCC(C)CC3)nc2c1
→ i	6%	15%	-7%	-18%[9.22 µM]	0%	19%	0%
Cn1c(SCc2ccccc2)nc(N)c(N=O)c1=O
→ -25%	3%	7%	4%	5%	-9%	9%	-8%
O=C(CSc1ccc(Cl)cc1)N/N=C/c1ccc([N+](=O)[O-])o1
→ -16%	2%	-4%	1%	13µM*	6%	8%	-1%
O=C(NCC(=O)N1CCCCCC1)c1ccc(OC(F)F)cc1
→ -3%	4%	10%	0%	7%	-7%	-3%	6%
O=C1c2ccccc2C(=O)N1CCCCN(C(=O)c1cc2ccccc2oc1=O)c1ccc(Cl)cc1
→ i	7%	3%	0%	-6%	-13%	7%	-10%
Cc1ccccc1N(C(=O)CNC(=O)c1cccs1)C(C(=O)NC1CCCC1)c1ccncc1 (configuration not stated)
→ i	3%	-7%	0%	-17%	?	-4%	9%
CCN(CC)C(=O)CSc1nnc(-c2cccnc2)n1Cc1ccccc1
→ i	11%	1%	2%	6%	-3%	7%	1%
O=[N+]([O-])c1ccc(N=Cc2ccc(Br)c([N+](=O)[O-])c2)cc1
→ -26%	-2%	10%	1%	12%	-19%	·	4%
COCCNC(=O)CSc1ncnc2sccc12
→ i	6%	-4%	0%	16%	4%	-3%	-4%
OCC[C@@H]1C[C@@H](O)[C@H](O)[C@]2(Cc3ccccc3O2)O1
→ i	2%	5%	-3%	8%	-20%	-21%	13%
CC(NC(=S)NCCc1ccccc1)C(c1cccs1)N1CCN(Cc2ccccc2)CC1 (configuration not stated)
→ -28%	-12%	20%	-2%	19%	-19%	16%	-1%
COc1ccc(S(=O)(=O)Nc2nc3ccccc3nc2Nc2cccc(C(=O)O)c2)cc1
→ i	6%	0%	-3%	-2%	-16%	-8%	-9%

# Only part of the results is shown (hit frequency here may not be typical).
